GPR151 activ = activators of human GPR151. PathHunter beta-arrestin GPR151 cells, luminescence. actives 1% (n = 650,000). activation, % at 11.2 µM. Q8TDV0; in the data active = activation above about 4.9%;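 note: 0% = median of compound wells and 100% = cells with positive control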
Target sequence (Q8TDV0 whole entry, looked up): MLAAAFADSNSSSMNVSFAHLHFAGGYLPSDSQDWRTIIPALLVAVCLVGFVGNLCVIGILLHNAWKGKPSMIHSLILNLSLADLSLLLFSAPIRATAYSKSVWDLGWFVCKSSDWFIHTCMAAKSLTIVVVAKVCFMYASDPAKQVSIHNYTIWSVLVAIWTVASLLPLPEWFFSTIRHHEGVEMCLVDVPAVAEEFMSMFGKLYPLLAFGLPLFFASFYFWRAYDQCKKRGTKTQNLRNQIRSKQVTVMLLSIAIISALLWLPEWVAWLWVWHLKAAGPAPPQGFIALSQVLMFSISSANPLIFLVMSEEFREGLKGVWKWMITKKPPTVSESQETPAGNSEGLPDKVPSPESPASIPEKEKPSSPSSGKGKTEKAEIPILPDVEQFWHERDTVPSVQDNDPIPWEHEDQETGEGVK
MITF primary = human MITF inhibition, primary screen. O75030. AlphaScreen MITF homodimerization, bead proximity signal. inhibition, % at 2.6 µM. actives 0.91% (n = 650,000). AID 1259374; in the data active = inhibition above about 50%;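 note: 0% = vehicle wells with protein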
Target sequence (O75030 whole entry, looked up): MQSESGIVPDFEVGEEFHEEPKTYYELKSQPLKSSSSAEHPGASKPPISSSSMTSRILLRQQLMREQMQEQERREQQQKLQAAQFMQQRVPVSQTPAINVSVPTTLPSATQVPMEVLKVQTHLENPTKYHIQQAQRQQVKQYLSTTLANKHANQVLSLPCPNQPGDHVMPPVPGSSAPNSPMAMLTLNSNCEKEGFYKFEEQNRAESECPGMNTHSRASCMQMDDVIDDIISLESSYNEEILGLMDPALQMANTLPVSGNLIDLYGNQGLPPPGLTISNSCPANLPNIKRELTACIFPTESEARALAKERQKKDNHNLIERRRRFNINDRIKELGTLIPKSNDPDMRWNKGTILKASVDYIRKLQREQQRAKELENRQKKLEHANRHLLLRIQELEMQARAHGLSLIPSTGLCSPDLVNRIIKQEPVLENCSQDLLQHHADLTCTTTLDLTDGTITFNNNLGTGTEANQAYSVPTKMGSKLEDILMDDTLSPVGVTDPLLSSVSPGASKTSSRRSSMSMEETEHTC
FBW7 act = activators of human E3 ligase FBW7; Q969H0; AlphaScreen FBW7–phospho-cyclin E peptide binding, activator screen; normalized activity (activation), % at 26.1 µM; actives 0.13% (n = 650,000); AID 1259310; in the data active = normalized activity above about 1.9%;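 note: purified mutant Fbw7 with reduced substrate affinity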
TEAD-YAP inh = TEAD-YAP interaction inhibition. inhibition, % at 9.12 µM. AID 1259422. HEK-TIYL cells, TEAD-Gal4/YAP UAS-luciferase luminescence. actives 1.4% (n = 640,000); in the data active = inhibition above about 32%;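 note: 0% = median of test compound wells and 100% = reference inhibitor wells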
Starred values were filed as active, the others as inactive.

Second line of a record – GPR151 activ	MITF primary	FBW7 act	TEAD-YAP inh
1) O=C(N/N=C1\CCc2ccccc21)c1ccccc1O
 : -2.1	9.2	0.4	11.0
2) CC1CCCC(C(=O)O)N1C (stereo not drawn)
 : -0.7	13.1	0.0	8.1
3) CN(CCC#N)S(=O)(=O)c1ccc2[nH]cc(C(=O)NCC3CCCO3)c(=O)c2c1 (stereo not drawn)
 : -0.6	2.9	-0.2	5.7
4) CCOc1ccc(N(C(C)C(=O)N2CCOCC2)S(C)(=O)=O)cc1 (stereo not drawn)
 : 0.0	10.8	0.0	-3.5
5) Cc1cc(C)c2c(N)c(C(=O)O)sc2n1
 : -0.3	-1.4	-0.1	-11.6
6) O=C1[C@@H]2CCCN2C(=O)[C@H]2CN(Cc3cnn(-c4cccc(F)c4)c3)CCN12
 : 0.7	7.3	0.2	-0.2
7) CC(C)(C)C1=NN(CC(=O)NC2CCC2)C(=O)c2cc3ccccc3n2C1
 : 0.0	3.4	0.3	14.6
8) CCc1ccccc1N=C1c2c(cccc2[N+](=O)[O-])C(=O)C1C(C)=O (stereo not drawn)
 : 0.9	6.0	-0.2	-7.1
9) C=CCOc1ccc(/C=N/NC(=O)C(C)Sc2nc(C)cc(C)n2)cc1OCC (stereo not drawn)
 : -0.7	-19.4	0.0	10.2
10) COc1ccc(NC(=O)c2sc3nnc(C)c(=O)n3c2C(=O)O)cc1
 : -0.1	3.3	0.0	9.9
11) COc1ccc(CN2CCNC(=O)C2CC(=O)N(C)Cc2nc(C)cs2)c(OC)c1 (stereo not drawn)
 : -0.8	5.1	-0.1	8.3
12) CCCN(CCO)Cc1ccc2ccccc2c1
 : -0.1	13.5	0.2	2.5
13) Cc1[nH]nc2c1C(c1cccc(Oc3ccccc3)c1)C(C#N)=C(N)O2 (stereo not drawn)
 : -0.7	4.2	-0.1	0.5
14) O=C(CCn1cnnn1)N1CCCC(CNC(=O)C2(c3ccc(Cl)cc3)CC2)C1 (stereo not drawn)
 : -1.0	7.3	0.3	-2.1
15) COc1ccc(/C=c2\sc3n(c2=O)NC2(c4ccccc4)N(C)C(=O)N(C)C2(c2ccccc2)N=3)cc1 (stereo not drawn)
 : 0.1	-1.3	-0.1	3.9
16) CCCC(=O)C1C(=O)CC(C)(C)C(c2cc(C)no2)C1=O (stereo not drawn)
 : 0.5	-14.7	-0.1	1.7
17) CCOC(=O)c1ccccc1Oc1c(F)c(F)nc(N2CCOCC2)c1F
 : 4.4	8.4	0.1	6.6
18) O=C(N/N=C/c1c(Cl)cccc1Cl)c1cccs1
 : -0.5	0.8	0.0	-58.9
19) CN1CCc2[nH]c3ccccc3c2C1
 : 1.2	1.4	0.0	-5.6
20) COC(=O)C1=C(NC(=S)Nc2ccccc2F)N=NC1
 : -0.7	2.0	0.1	-70.8

(further entries)
Second line of a record – GPR151 activ	MITF primary	FBW7 act	TEAD-YAP inh
21) CCCNc1ccc2ncc(-c3ccc(CCC(=O)O)cc3)n2n1
 : -0.8	-8.9	-0.1	3.6
22) CCc1ccccc1N(CC(=O)Nc1cc(C)ccc1OC)S(C)(=O)=O
 : -0.4	2.4	0.0	13.6
23) CCC(=O)Nc1ccc(N2CCN(C(=O)c3cccs3)CC2)cc1
 : 0.1	-4.4	0.4	0.3
24) CCc1cc2c(=O)c(-c3nc4ccccc4n3C)c(C)oc2cc1O
 : -1.3	-3.9	0.1	-5.6
25) CCOC(=O)c1c(C)oc2cc(Br)c(OC(=O)CC)cc12
 : 0.5	2.3	0.0	-1.1
26) CCOC(=O)N1CCC(N2C(=O)c3ccccc3C2Nc2ccc(C(=O)O)cc2)CC1 (stereo not drawn)
 : 0.7	2.6	0.1	4.0
27) Cc1ccc(N(CC(=O)N/N=C/c2cccs2)S(=O)(=O)c2ccc(F)cc2)cc1
 : 2.8	-4.8	0.0	-2.0
28) COc1cc2c(cc1NS(=O)(=O)c1cccc([N+](=O)[O-])c1)oc1ccccc12
 : -1.3	3.8	0.0	-7.2
29) O=C(Cn1cc(SCC(=O)N2CCc3ccccc32)c2ccccc21)N1CCCC1
 : 1.0	-2.0	0.4	-76.9
30) CCN(CC)C(=O)C1CCCN(c2cc(C(=O)Nc3ccc(NC(C)=O)cc3)c3ccccc3n2)C1 (stereo not drawn)
 : -0.1	-3.6	-0.1	0.6
31) O=C(NC1CCCCC1)c1cccs1
 : -1.3	-3.9	-0.4	-9.9
32) COc1ccccc1CCN1C(=O)CCC1CCNCc1cccc(C(F)(F)F)c1 (stereo not drawn)
 : -1.0	-9.2	0.0	-0.3
33) COc1ccc(-c2nc(CNS(=O)(=O)c3ccc(OC)c(OC)c3)cs2)cc1
 : -0.4	-1.7	-0.2	-2.8
34) COc1ccc(CC(=O)N2CCN(c3ccccn3)CC2)cc1
 : -1.3	15.2	-0.1	3.4
35) O=C(Nn1c(C2CC2)nc2ccccc2c1=O)c1ccc(F)cc1
 : 0.0	2.7	0.0	-7.7
36) Fc1ccc(CNCc2ccccn2)cc1
 : 0.6	9.8	-0.5	8.1
37) COc1ccccc1C(=O)NC(NC(=S)Nn1cnnc1)C(Cl)(Cl)Cl (stereo not drawn)
 : -0.5	-0.5	-0.4	1.8
38) Cc1cc(C)cc(NC(=O)CN(c2cc(C(F)(F)F)ccc2Cl)S(C)(=O)=O)c1
 : 0.1	2.0	-0.1	-7.2
39) CC(C)(C)c1cc(C2SCC(=O)N2CCN2C(=O)CSC2c2cc(C(C)(C)C)c(O)c(C(C)(C)C)c2)cc(C(C)(C)C)c1O (stereo not drawn)
 : -1.3	4.9	0.0	7.1
40) COc1ccc(-n2nc3ccc(NC(=O)COc4cc(C)c(Cl)c(C)c4)cc3n2)cc1
 : 0.4	-12.2	0.0	-15.8

(next part)
Second line of a record – GPR151 activ	MITF primary	FBW7 act	TEAD-YAP inh
41) O=C(NC1CCN(Cc2ccccc2)CC1)c1cnc(N2CCN(c3ccccn3)CC2)s1
 : 2.4	7.0	-0.1	30.5
42) Cc1onc(-c2ccccc2)c1C(=O)Nc1ccc([N+](=O)[O-])cc1Cl
 : -0.5	9.2	0.0	7.0
43) Cc1ccc(-c2nc3ncccc3o2)cc1NC(=O)CC(C)C
 : 0.0	7.6	0.1	-3.9
44) COCCCn1c(CCC(=O)O)ccc1-c1ccc(Br)cc1
 : 0.2	6.6	-0.1	10.7
45) Cc1cc2ccccc2c(=O)n1CC(=O)Nc1ccc(Oc2ccccc2)cc1
 : -0.2	-15.7	0.0	1.2
46) CCCCCOC(=O)c1ccccc1C(=O)O
 : 0.0	-3.7	-0.1	0.1
47) COc1cc(Nc2cc(N3CCN(c4ccccn4)CC3)nc(N)n2)cc(OC)c1OC
 : -0.1	-3.0	-0.2	-2.8
48) Cc1ccc(C2CC(c3cccs3)=NN2C(=O)CSc2nnc(CNC(=O)c3cccc([N+](=O)[O-])c3C)n2-c2ccc(F)cc2)cc1 (stereo not drawn)
 : -0.8	8.3	0.0	2.3
49) COc1ccc(-c2csc(/C(C#N)=C\Nc3cccc(C(F)(F)F)c3)n2)cc1OC
 : 2.1	-8.8	-0.1	3.5
50) Cc1ccc(Cn2c(=S)[nH]c3ccc(F)cc3c2=O)cc1
 : 0.0	12.1	0.3	4.0
51) Cn1cc(/C=N\NC(=O)c2cncc(Br)c2)c2ccccc21
 : 1.3	2.2	0.0	1.4
52) NS(=O)(=O)c1ccc(NC(=O)c2cccnc2)cc1
 : 1.1	0.0	-0.1	-2.5
53) O=C(NCc1ccc2c(c1)OCO2)c1ccc2c(=O)n(Cc3ccc(Cl)cc3)c(=S)[nH]c2c1
 : 0.1	4.2	0.0	-1.2
54) CSc1cccc(NC(=S)N(Cc2cccs2)C2CCCCC2)c1
 : -1.1	7.6	0.0	7.7
55) CCOC(=O)C1CCCN(C(=O)CC2(c3ccccc3F)CC(=O)N(CCOC)C2=O)C1 (stereo not drawn)
 : -1.0	0.6	0.0	4.3
56) OCCC1CN(Cc2cccc(O)c2)CCN1C1CCCC1 (stereo not drawn)
 : -1.6	-11.3	0.1	-0.5
57) COc1cccc(C2C3=C(NCCN=C3c3ccccc3)C(=O)N2c2ccccc2)c1 (stereo not drawn)
 : 0.3	7.5	0.0	4.0
58) CCN1C(=O)/C(=C\c2ccc(OC)cc2OC)C(=O)NC1=S
 : 1.0	-2.9	0.2	-3.5
59) C=CCNC(=O)COc1ncnc2ccccc12
 : 0.9	-9.8	0.1	5.0
60) CCN=C(Nc1ccc2c(c1)OCO2)SC1CC(=O)N(c2ccc(Cl)cc2)C1=O (stereo not drawn)
 : -0.8	5.4	-0.2	5.8

Further entries.
Second line of a record – GPR151 activ	MITF primary	FBW7 act	TEAD-YAP inh
61) c1ccc(N2CCN(c3ccnc4c(-c5ccc6c(c5)OCO6)cnn34)CC2)nc1
 : -0.3	20.7	0.7	3.1
62) CC(=O)c1ccc(C(=O)Nc2ccccc2-c2nc3ccccc3[nH]2)cc1
 : 1.0	-12.4	-0.1	-1.5
63) NCCCC[C@@H]1NC(=O)[C@@H]2C[C@H](NCc3cccs3)CN2C1=O
 : 2.8	7.8	-0.3	-8.3
64) CC1(C)CC2CC(C)(CN2C(=O)c2ccc(NC(=O)C(c3ccccc3)c3ccccc3)cc2)C1 (stereo not drawn)
 : -0.5	-1.4	-0.1	5.8
65) COc1cccc(C=Nc2cccc(C#N)c2)c1O
 : 2.6	8.7	0.1	-2.0
66) COCCOC(=O)C1=C(C)NC2=C(C(=O)CC(c3ccc(OC)c(OC)c3)C2)C1c1cccc(Cl)c1Cl (stereo not drawn)
 : -0.2	-0.8	0.1	13.9
67) Cc1cc2nnc(SCC(=O)O)n2c2ccccc12
 : -0.8	26.0	0.1	-15.1
68) Cc1cccc(NC(=O)C2CC(=O)N(C)C(=Nc3ccc(Cl)c(C(F)(F)F)c3)S2)c1 (stereo not drawn)
 : 0.4	3.1	-0.1	-6.7
69) CCOC(=O)c1c(NC(=O)C23CCC(C)(C(=O)C2=O)C3(C)C)sc2c1CCCC2 (stereo not drawn)
 : -0.8	28.1	0.3	2.2
70) CCCC1=C(C(=O)OCC)C(c2cccs2)n2ncnc2N1 (stereo not drawn)
 : 1.1	-5.6	0.1	3.1
71) Cc1ccc(NC(=O)CC2SCCNC2=O)cc1 (stereo not drawn)
 : -1.0	6.5	0.0	-21.9
72) CCOC(=O)Cc1ccc(NC(=O)N2CCOc3ccc(Cl)cc32)cc1
 : 0.2	13.7	0.1	15.2
73) O=C(NC1CCCCCC1)c1ccc(-n2c(=S)[nH]c3ccccc3c2=O)cc1
 : 0.5	-3.0	0.1	-6.4
74) COc1cc(C2C3=C(Nc4ncnn42)c2ccccc2OC3c2cccs2)cc(OC)c1OC (stereo not drawn)
 : -0.1	-7.8	-0.2	2.7
75) COc1cc2c(cc1OC)C(C)N(C(=O)Cn1ncc3c1-c1cc(C)ccc1OC3)CC2 (stereo not drawn)
 : 1.9	3.9	-0.1	13.2
76) Cc1ccc2nc(SCCC#N)nc(C)c2c1
 : -0.1	18.5	0.6	-5.7
77) O=[N+]([O-])c1cccc(C2=CC(c3c(F)cccc3Cl)n3ncnc3N2)c1 (stereo not drawn)
 : 1.6	2.2	0.5	-8.6
78) Cn1c(=O)n(CC(=O)O)c(=O)c2c1nc1n2CCS1
 : 0.8	12.3	0.0	-6.0
79) Clc1cccc(Nc2nc3nonc3nc2Nc2cccc(Cl)c2Cl)c1Cl
 : -0.5	7.3	0.0	1.9
80) C/C(CC(=O)Nc1ccc2c(c1)OCCO2)=N\NC(=O)c1ccc(O)c(O)c1
 : -1.1	-0.3	-0.3	-13.5

New compounds follow:
Second line of a record – GPR151 activ	MITF primary	FBW7 act	TEAD-YAP inh
81) c1ccc(CN2CCN(CCN3CCn4c3nc3ccccc34)CC2)cc1
 : -0.3	11.0	-0.1	2.9
82) Cc1cc(=O)nc2c3ccccc3n(C(C)C(=O)NC3CCCCCC3)n12 (stereo not drawn)
 : 0.8	-0.6	0.4	-3.3
83) Cc1ccc(/C=N/N2CCN(Cc3ccccc3)CC2)s1
 : -1.6	24.4	0.1	-19.4
84) CN(C)N1C(N)=C(C#N)C(c2ccccc2Cl)C2=C1CC(C)(C)CC2=O (stereo not drawn)
 : -1.1	13.9	-0.2	-17.9
85) O=C(CN1CCN(c2ccccc2)CC1)N1N=CCC1c1ccccc1 (stereo not drawn)
 : -0.8	4.0	-0.1	-1.8
86) Cc1[nH]c2ccccc2c1SCC(=O)Nc1ccc(F)cc1F
 : 0.0	-4.0	-0.2	-0.7
87) CC1CC(C)CN(S(=O)(=O)c2ccc3[nH]c(=O)sc3c2)C1 (stereo not drawn)
 : 1.5	4.9	1.5	1.7
88) Cn1c2c(c3cc([N+](=O)[O-])ccc31)C(=O)CCC2
 : -1.4	3.1	0.0	-8.8
89) NS(=O)(=O)c1ccc(NC(=O)CN2CCN(c3ccccc3F)CC2)cc1
 : -0.2	2.1	-0.1	10.5
90) COc1ccc(C)cc1NC(=O)CSc1nnnn1Cc1ccccc1
 : 1.6	-0.7	0.1	4.5
91) CC(C)Oc1ccc(OCCSc2nc3ccccc3n2Cc2ccccc2)cc1
 : -0.2	-7.7	-0.1	-4.6
92) CC(C)Oc1ccc(NC(=O)C(Cl)Cl)cc1
 : -0.9	-4.2	0.0	-5.1
93) CCOc1ccc(NC(=O)CC2C(=O)N(c3ccc(Cl)cc3)C(=S)N2CCCN2CCN(c3ccc(F)cc3)CC2)cc1 (stereo not drawn)
 : -0.8	-7.4	0.0	-6.2
94) O=C(Nc1ccccc1CO)c1cccc([N+](=O)[O-])c1
 : -0.7	-1.5	-0.1	-5.8
95) O=C1NN=C(c2ccccc2O)C1[N+](=O)[O-] (stereo not drawn)
 : 1.8	3.3	-0.1	6.9
